GRP78 ERSR act: induces the endoplasmic reticulum stress response in human glioma cells | U87-MG GRP78 promoter luciferase reporter, 16 h | Potency, µM, without a hit: at the top dose activation, most hits filed as activators | 0.02% of 420,000 active | AID 602332; note: potency is the fitted concentration of half-maximal effect; series mostly up to about 76 µM; % of control where 0% means no effect; nearly all actives have a fitted effect of over 35% in size
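ERSR induction read as luciferase luminescence (Bright-Glo, 10 min at room temperature) in stably transfected human U87-MG glioma cells exposed to compounds for 16 h, using GRP78 as sensor.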
D1 ag: activates the human D1 dopamine receptor. P21728. 1% of 360,000 active. AID 504660. activation, % at 2 µM. HEK293 T-REx D1 cells, calcium flux, agonist mode; in the data active = activation above about 30%; note: 0% is about no effect
Target sequence (P21728 whole entry, looked up): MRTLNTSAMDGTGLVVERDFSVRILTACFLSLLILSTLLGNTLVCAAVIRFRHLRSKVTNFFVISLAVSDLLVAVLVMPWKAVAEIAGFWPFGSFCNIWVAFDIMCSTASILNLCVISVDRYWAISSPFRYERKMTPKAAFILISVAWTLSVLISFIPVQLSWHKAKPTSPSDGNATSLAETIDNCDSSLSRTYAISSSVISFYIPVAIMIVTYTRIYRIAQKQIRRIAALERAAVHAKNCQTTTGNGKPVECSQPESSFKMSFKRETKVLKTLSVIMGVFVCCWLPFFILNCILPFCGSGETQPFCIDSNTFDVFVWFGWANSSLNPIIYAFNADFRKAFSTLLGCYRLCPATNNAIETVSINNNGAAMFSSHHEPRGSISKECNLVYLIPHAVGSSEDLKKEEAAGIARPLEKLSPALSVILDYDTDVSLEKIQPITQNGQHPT
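Tetracycline-induced HEK293 TREx D1 cells, force-coupled to calcium signalling, were dye-loaded with a no-wash calcium kit. Compound was pin-added after a 10 s baseline. Fluorescence was read kinetically at 1 cycle/s for 180 s, with calcium rises flagged as agonism.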
Vif-APOBEC3F blk: inhibitors of Vif-A3F interaction; HeLa A3F-eYFP + Vif (tagged APOBEC3F with the HIV-1 protein that degrades it), YFP fluorescence increase; Potency, µM (doses to about 46.1 µM), for inactives: at the top dose activity, negative = active; 0.2% of 390,000 active; note: potency is the fitted concentration of half-maximal effect; % of control where 0% means no effect; nearly all actives have a fitted effect of over 65% in size
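HeLa cells stably expressing Vif plus C-terminally eYFP-tagged A3F were seeded, incubated overnight at 37 deg C, dosed with compound, incubated overnight again at 37 deg C. Yellow fluorescence (Ex 488/Em 500-530) reported blocked Vif-mediated A3F-eYFP degradation.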
RXFP1 ag: RXFP1 (human) receptor agonism; HEK293T-RXFP1 cAMP TR-FRET, 30 min; response scale: percent of porcine relaxin response, buffer zero; Potency, µM (series often up to 57.5 µM), inactives show at the highest dose activation, hits mostly activators; 0.3% of 370,000 active; AID 2676; note: potency is the fitted concentration of half-maximal effect; % is set by controls: 0 for no effect and ±100 for the full control effect; nearly all actives have a fitted effect of over 60% in size; many of its hits are not listed in these tables
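HEK293T cells stably expressing RXFP1 were pretreated with the PDE4 inhibitor Ro 20174, exposed to compounds for 30 min at 37C, lysed, and cAMP was read by TR-FRET. Data normalized to buffer (basal) and 29 nM porcine relaxin (100%).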
RXFP1 antagonist: RXFP1 (human) relaxin receptor antagonism; activity change, negative = inhibition, % at 57.5 µM; HEK293-RXFP1, relaxin-stimulated cAMP HTRF, 30 min; active compounds read low; 0.59% of 350,000 active;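 active = activity change of -60% or lower, but not beyond a set lower limit; inconclusive = change between -60% and -40%, or beyond the set limit; inactive = change above -40%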; note: % is set by controls: 0 for no effect and ±100 for the full control effect
D1 antagonist: blocks dopamine activation of the human D1 receptor; HEK293 TREx D1 cells, calcium flux, dopamine EC80; active compounds read low; activity change, negative = inhibition, % at 10 µM; 3.2% of 360,000 active; AID 504652; in the data active = activity change below about -30%; note: % is set by controls: 0 for no effect and ±100 for the full control effect
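After overnight tetracycline induction at 30 C, force-coupled D1 HEK293 cells took up a no-wash calcium dye at room temperature. Compounds were added and monitored 180 s, and the response to EC80 dopamine was then recorded.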
D1 PAM: potentiators of human D1 dopamine receptor; 0.036% of 360,000 active; P21728; potentiation, % at 10 µM; HEK293 TREx D1 cells, calcium flux, dopamine EC20 potentiation; in the data active = potentiation above about 30%; note: 0% is about no effect
Vif-APOBEC3G blk: blocks the Vif interaction with human APOBEC3G; Potency, µM (top dose mostly 46.1 µM), without a hit: at the highest dose activity, negative = active, hits mostly inhibitors; 0.076% of 410,000 active; HeLa A3G-eYFP + Vif (tagged APOBEC3G with the HIV-1 protein that degrades it), YFP fluorescence, overnight;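 note: potency is the fitted concentration of half-maximal effect; % is set by controls: 0 for no effect and ±100 for the full control effect; nearly all actives have a fitted effect of over 60% in size; hits raise eYFP signal because A3G escapes Vif-driven loss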
Target sequence (Q9HC16 whole entry, looked up): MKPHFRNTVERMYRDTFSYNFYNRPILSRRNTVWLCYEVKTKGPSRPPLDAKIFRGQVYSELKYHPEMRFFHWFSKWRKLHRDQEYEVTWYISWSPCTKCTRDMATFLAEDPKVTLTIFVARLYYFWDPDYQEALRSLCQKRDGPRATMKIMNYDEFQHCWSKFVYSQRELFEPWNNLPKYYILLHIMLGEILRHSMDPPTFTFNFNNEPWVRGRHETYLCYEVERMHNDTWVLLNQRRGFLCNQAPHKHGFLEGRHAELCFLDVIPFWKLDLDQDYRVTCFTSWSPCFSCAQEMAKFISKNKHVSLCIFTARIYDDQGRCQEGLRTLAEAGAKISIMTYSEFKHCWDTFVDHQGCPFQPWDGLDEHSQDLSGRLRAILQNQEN
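HeLa cells stably expressing Vif and C-terminally eYFP-tagged A3G, seeded overnight at 37 deg C, then exposed to compound by pintool overnight at 37 deg C. Rise in yellow fluorescence (Ex 488/Em 500-530, Acumen) marks blocked Vif-driven A3G degradation.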
D2 potentiator: D2 dopamine receptor (human) potentiation; P14416; HEK293 T-REx D2, calcium flux, EC20 dopamine potentiation; potentiation, % at 10 µM; 0.34% of 340,000 active; AID 485347;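 active = potentiation over 3 SD above the plate norm, cut at about 30% in these data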; note: 0% is about no effect
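Using a no-wash calcium dye in inducible, force-coupled HEK293 Trex cells expressing D2, we tracked fluorescence each second for 180 s after compound, then for 180 s after EC20 dopamine to detect augmented signalling.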
* marks the source's active call; other numbers are inactive results; ? = inconclusive; · = no result given; & = joins results of further samples. Unless noted, calls come from the whole dose curve; as a rule, active = well fitted curve in the direction sought with a large enough effect; inconclusive = small, poorly fitted or top-dose-only effect, or another doubt; inactive = no such curve, though single readings can be large; an effect the other way counts as inactive or inconclusive. An excerpt (hit frequency here may not be typical).

SMILES	GRP78 ERSR act	D1 ag	Vif-APOBEC3F blk	RXFP1 ag	RXFP1 antagonist	D1 antagonist	D1 PAM	Vif-APOBEC3G blk	D2 potentiator
COC(=O)c1ccc(NC(=O)COC(=O)COc2cccc3c2OC(C)(C)C3)cc1	3%	15	-3%	-0.1%	-2	-12	·	7%	-11
COc1cc(-c2ccccc2)nc2ccccc12	0%	3	-2%	-2.2%	-2	-4	-4	0%	5
COc1cccc(CNC(=O)COC(=O)c2ccc(-c3ccc(O)cc3)cc2)c1	-2%	·	0%	·	-2	·	·	?	·
CCc1ccc(C2c3[nH]c4ccccc4c3CCN2C(=O)CN2CCN(CC)CC2)cc1 (stereo not drawn)	-8%	28	?	-0.5%	-19	12	4	2%	-11
COc1ccc(CC(=O)NNC(=O)c2ccc(SCc3cc(F)ccc3F)c([N+](=O)[O-])c2)cc1	-6%	4	-7%	1.9%	-14	5	0	-3%	-7
CCCCN(CCCC)CCNC(=O)c1cn(C)c2ccc(S(=O)(=O)N3CCOCC3)cc2c1=O	-2%	0	1%	13%	-4	-35*	1	-1%	12
O=[N+]([O-])c1ccc(NCCCO)c(C(F)(F)F)c1	-1%	3	-3%	0.8%	19	6	-3	0%	0
CC(=O)Nc1cccc(NC(=O)CCCC(=O)O)c1	-4%	5	2%	1.8%	-4	14	-1	-5%	15
COc1cc(C(=O)NCCC(=O)NC2CCCc3ccccc32)cc(OC)c1OC (stereo not drawn)	-3%	1	11%	2.5%	17	-10	0	-10%	-9
CCOC(=O)c1nncc(-c2ccccc2)n1	-3%	-2	-2%	1.6%	·	·	0	4%	16
O=C(O)CN1CCNCCN(CC(=O)O)CCNCC1	-5%	·	-12%	·	-9	·	·	1%	·
Cc1[nH]n(-c2ccccc2)c(=O)c1-c1cccc(Cl)c1	-4%	7	4%	0.2%	-13	-13	-3	-1%	2
O=C(c1ccccc1)C1CC=CCC1C(=O)c1ccccc1 (stereo not drawn)	2%	·	-8%	·	-33	·	·	-2%	·
O=C(CSc1nnc(CNC(=O)C23CC4CC(CC(C4)C2)C3)n1-c1ccc(F)cc1)Nc1ccccc1	-6%	0	-7%	1.5%	-21	11	-6	-1%	6
N#CC1(NC(=O)CN2CCN(S(=O)(=O)c3ccccc3F)CC2)CCCC1	-5%	1	11%	2.5%	5	9	-3	3%	-7

An excerpt from above in order of the D1 antagonist value, high to low.
molecule | GRP78 ERSR act | D1 ag | RXFP1 antagonist | D1 antagonist | D1 PAM | D2 potentiator
N#CC1(NC(=O)CN2CCN(S(=O)(=O)c3ccccc3F)CC2)CCCC1 | -5% | 1 | 5 | 9 | -3 | -7
COc1cc(-c2ccccc2)nc2ccccc12 | 0% | 3 | -2 | -4 | -4 | 5
Cc1[nH]n(-c2ccccc2)c(=O)c1-c1cccc(Cl)c1 | -4% | 7 | -13 | -13 | -3 | 2

Other compounds.
SMILES	GRP78 ERSR act	D1 ag	Vif-APOBEC3F blk	RXFP1 ag	RXFP1 antagonist	D1 antagonist	D1 PAM	Vif-APOBEC3G blk	D2 potentiator
O=C(CSc1ccccn1)N/N=C/C=C/c1ccccc1	-2%	3	0%	-6.5%	4	0	0	0%	-9
c1ccc(-c2cc3ccccc3nc2N2CCCC2)cc1	-5%	1	-6%	-0.8%	-36	-26	-1	-5%	10
COc1ccc(C(CCN2CCCC(C)C2)c2c(OC)cc(OC)c3c2OC(=O)CC3c2cc(OC)c(OC)c(OC)c2)cc1 (stereo not drawn)	-3%&-5%	1	9%	2.2%	·	-7	-3	0%&-1%	-27
O=C(Nc1ncc(S(=O)(=O)c2ccc([N+](=O)[O-])cc2)s1)c1ccc2ccccc2c1	-4%	17	-6%	1.8%	1	-1	2	0%	·
COc1ccccc1N1CCN(c2nc3ccc(C(=O)c4ccccc4)cc3n3c(C)nnc23)CC1	-2%	4	-2%	2.7%	-4	-1	-1	1%	-7
CCCCn1nc(C(=O)Nc2nc3c(s2)CCCC3)c2ccccc2c1=O	-2%	-1	-5%	0.6%	8	-16	6	-13%	7
COc1cccc(-c2nc(CS(=O)CC(=O)NCc3ccccc3)c(C)o2)c1 (stereo not drawn)	-4%	0	0%	0.6%	2	24	8	-5%	15
O=C(COC(=O)c1cc(S(=O)(=O)N2CCCCC2)ccc1N1CCOCC1)c1ccccc1	1%	1	2%	-1.7%	-4	2	-3	0%	-8
COc1ccccc1NC(=S)N1CCN(c2cccc(C)c2C)CC1	-1%	2	-3%	0.0%	-9	-2	-3	-2%	-7
Cc1cc(SCCC(=O)O)nc2c(C)cccc12	-5%	-1	-6%	?	16	13	-2	2%	-3
O=C(NC1CC1)C1CC(=O)N(c2cccc(Cl)c2Cl)C1 (stereo not drawn)	-1%	-1	3%	0.0%	-3	16	-2	8%	2
CCOCCCNC(=O)C1CCCN(S(=O)(=O)c2ccc(-n3cnnn3)cc2)C1 (stereo not drawn)	-1%	1	0%	1.3%	-1	-14	-8	0%	2
CCN(CC(=O)NCc1cccs1)C(=O)c1cc(S(=O)(=O)N2CCOCC2)ccc1C	-6%	0	-8%	0.8%	-3	-12	-2	0%	-4
CCOc1ccc(NS(=O)(=O)c2ccc(NC(=O)c3cccnc3)c(OC)c2)cc1	-1%	10	-1%	-1.1%	-1	14	-1	4%	2
Cc1ccc(-c2nnc(CSc3nc4cc5c(cc4cc3C)OCO5)o2)cc1	-1%	3	0%	3.9%	5	1	-5	-3%	-1
Cc1ccccc1Cn1nnc(-c2ccc3c(c2)OCO3)n1	10%	5	·	3.3%	1	-1	-4	-7%	-3
Cc1ccc(S(=O)(=O)/N=C(\N)Nc2nc(C)c3ccccc3n2)cc1	6%	2	-6%	-5.1%	-3	27	-1	-8%	4
COc1cc(-c2ccc3cc(OC)c(OC)c(OC)c3c2)cc(OC)c1OC	-3%	·	-16%	·	3	·	·	-28%	·
COc1cccc(C(=O)Nc2ccc3[nH]c(=O)[nH]c3c2)c1OC	1%	1	6%	0.6%	-1	-2	4	-11%	1
CC(C)c1ccc(N(CC(=O)NC2CCCC2)C(=O)CCC(=O)Nc2nccs2)cc1	-1%	2	-1%	-1.2%	-8	2	-4	-2%	10
CC1N(C(=O)N2CCOCC2)CCN1S(=O)(=O)c1cccc(C(F)(F)F)c1 (stereo not drawn)	0%	2	9%	3.7%	0	-3	1	1%	8
COc1ccc(CCNC(=O)CNC(=O)c2ccc3c(c2)OCO3)cc1OC	-2%	0	19%	-1.9%	14	14	1	0%	2
CC(=O)N/C(=C\c1ccccc1)C(=O)OCC(=O)NC1CCCC1	-2%	2	5%	0.0%	·	0	4	4%	-17
CCN(CC)C(=O)CSc1nnc(-c2ccccc2)n1-c1ccccc1	1%	0	-16%	5.0%	-6	-12	4	-1%	-7
COc1ccccc1N1CCN(C(=O)c2cn(Cc3ccccc3)nc2-c2cccnc2)CC1	2%	3	-5%	1.2%	-10	29	2	-15%	1
CC1(C)C2CCC(CN=C(N)CSS(=O)(=O)O)C1C2 (stereo not drawn)	-1%	·	-10%	·	5	·	·	-1%	·
COC(=O)c1ccc(NC(=O)c2cc(S(=O)(=O)N3CCc4ccccc43)cn2C)cc1	-2%	0	4%	5.8%	-8	6	-5	1%	9
COCCc1nnc(NC(=O)C(C)C)s1	0%	2	-9%	0.2%	-16	9	0	0%	4
O=[N+]([O-])c1ccc(N2CCN(S(=O)(=O)c3ccc4ccccc4c3)CC2)cc1NCc1ccco1	-6%	9	-9%	1.3%	-5	-12	-4	-2%	-13
CCOC(=O)CSc1nc2cc(OCC)ccc2cc1C#N	8%	10	?	24%	-9	-21	3	-9%	-6
O=C1c2ccccc2-c2c1c1ccccc1c(=O)n2-c1ccccc1	-2%	·	-6%	·	-5	·	·	2%	·
CCOc1ccc(NS(=O)(=O)c2ccc(NC(=O)c3ccccn3)cc2)cc1	0%	11	-25%	0.8%	7	-18	-5	1%	6
O=C(NNC(=O)c1cccc(C(F)(F)F)c1)c1ccc(-n2cnnn2)cc1	-8%	·	-4%	·	-1	·	·	-1%	·
CCC1=C(OC(=O)N(CC)CC)N2C(=O)OC(=NCC3CC3)[C@]2(Cc2ccccc2)[C@H]2C1=CC[C@H]1C(=O)N(CC)C(=O)[C@H]12	-3%	0	-13%	0.0%	·	3	0	-8%	16
CC(=O)c1nn(-c2ccc(Br)cc2)cc1C(=O)c1ccco1	-3%	0	·	2.3%	-17	-1	-6	-7%	-4
CN(CC(=O)Nc1ccc(Cl)c(Cl)c1)C(=O)c1ccccc1SCC(=O)N1CCCC1	-2%	·	-2%	·	-2	·	·	3%	·
COC(=O)CCCCC(=O)OC	1%	0	-2%	0.9%	·	·	-3	1%	2
COC(=O)c1cc(OC)c(OC)cc1N1C(=O)CC(C)(C)CC1=O	-4%	0	-15%	3.0%	5	14	-3	0%	-5
Cc1ccc(NC(=O)Cc2cn(C)c3ccccc23)cc1F	6%	2	?	0.8%	-1	-14	1	-12%	-7
CC(/C=C/c1ccco1)=N\NC(=O)COc1ccc(C)c(C)c1	-4%	1	14%	0.7%	-28	-18	-2	-4%	4
CCOC(=O)CSC1=Nc2ccccc2C2=NC(CCC(=O)NCc3ccc(OC)cc3)C(=O)N12 (stereo not drawn)	-1%	1	5%	2.4%	-5	-20	1	-2%	0
CCOC(=O)C(Cc1ccnnc1)=NO	-3%	·	-4%	·	-26	·	·	1%	·
CN(C)N1C(N)=C(C#N)C(c2ccc(Br)cc2)C2=C1CC(C)(C)CC2=O (stereo not drawn)	-6%	0	2%	-2.7%	0	-2	-2	0%	4
O=C(NCc1nnc(SCC(=O)N2CCOCC2)o1)c1ccccc1	-4%	·	2%	·	-9	·	·	5%	·
COc1ccc2c(c1OC)C(=O)N1N=C(c3ccc(-c4ccccc4)cc3)CC21 (stereo not drawn)	-2%	-2	7%	0.8%	0	-5	3	2%	2
COc1ccc(/C=C(\NC(=O)c2ccccc2)C(=O)NCc2ccco2)cc1OC	-3%	1	-21%	-4.7%	-6	2	-1	0%	-10
Cc1ccc(NC(=O)C2CCN(S(=O)(=O)c3ccc4[nH]c(=O)ccc4c3)CC2)c(C)c1	-1%	2	-10%	3.2%	-15	-22	-9	2%	·
